Screens: PubChem, National Center for Advancing Translational Sciences (NCATS)
TRHR PAM: qHTS for Small Molecule Agonists and Allosteric Enhancers of Human TRH Receptor: Primary Screen for Enhancers; Thyrotropin-releasing hormone receptor (Homo sapiens), P34981; TRHR cells, fluo-8 calcium fluorescence, EC20 TRH enhancement; enhancement, % at 2 µM; 360,000 compounds, 0.66% hits; in the data active = enhancement above about 30%; also: 0% is about no effect
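TRHR-expressing cells loaded with fluo-8 calcium dye were read kinetically (ex 480/em 530) during compound addition, then stimulated with an EC20 of TRH (10 nM final). Enhancement of the Gq-mediated intracellular calcium response was scored.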
D1 antagonist: Antagonist of Human D 1 Dopamine Receptor: qHTS. D(1A) dopamine receptor (Homo sapiens), P21728. HEK293 TREx D1 cells, calcium flux, dopamine EC80; hits give low values. activity change, negative = inhibition, % at 10 µM. 360,000 compounds, 3.2% hits; in the data active = activity change below about -30%; also: % is scaled to controls: 0 for no effect and ±100 for the full control effect
Target sequence (P21728 whole entry, looked up): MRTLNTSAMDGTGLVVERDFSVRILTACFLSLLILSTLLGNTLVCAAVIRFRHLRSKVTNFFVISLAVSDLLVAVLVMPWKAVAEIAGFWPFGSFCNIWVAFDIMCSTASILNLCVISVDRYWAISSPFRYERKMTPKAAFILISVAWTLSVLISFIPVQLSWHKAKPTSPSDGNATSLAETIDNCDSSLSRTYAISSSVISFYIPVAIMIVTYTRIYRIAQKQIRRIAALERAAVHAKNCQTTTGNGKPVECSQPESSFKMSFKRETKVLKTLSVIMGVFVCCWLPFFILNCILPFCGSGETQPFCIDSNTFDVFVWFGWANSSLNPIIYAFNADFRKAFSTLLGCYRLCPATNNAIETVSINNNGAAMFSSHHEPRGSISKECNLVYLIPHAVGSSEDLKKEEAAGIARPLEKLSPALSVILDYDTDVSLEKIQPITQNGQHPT
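Allosteric or orthosteric antagonism assessed as attenuation of the calcium response to EC80 dopamine, added 180 s after compound, in induced HEK293 Trex D1 cells loaded with no-wash calcium dye.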
Anesthetic bind: qHTS Assay for Identification of Novel General Anesthetics. 350,000 compounds, 0.074% hits. apoferritin/1-aminoanthracene competitive binding, fluorescence. Potency, µM (titrated, usually from 77.5 µM), for the others: at the highest dose activity change, negative = displacement, hits mostly inhibitors. AID 485281, 2010. Ferritin light chain (Equus caballus), P02791; active = well fitted curve in the direction sought with a large enough effect; inconclusive = small, poorly fitted or top-dose-only effect, or another doubt; inactive = no such curve, though single readings can be large; an effect the other way counts as inactive or inconclusive; also: potency is read from the fitted curve at half-maximal effect; % is scaled to controls: 0 for no effect and ±100 for the full control effect; nearly all actives have a fitted effect of over 20% in size
Target sequence (P02791 2-175 limits assumed): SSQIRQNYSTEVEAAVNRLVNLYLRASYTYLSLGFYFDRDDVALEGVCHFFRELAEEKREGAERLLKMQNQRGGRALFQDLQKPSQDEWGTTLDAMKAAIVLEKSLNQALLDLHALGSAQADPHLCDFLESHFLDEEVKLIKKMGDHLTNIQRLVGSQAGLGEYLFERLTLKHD
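10 uM apoferritin + 50% sat. 1-AMA, PBS; cpd 10 min RT; Ex380/Em535 endpoint; normalized to free probe vs complex; 4-param Hill fit; propofol titration as pos. ctrl.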
RXFP1 antag: qHTS Assay for Antagonists of the Relaxin Receptor RXFP1. Relaxin receptor 1 (Homo sapiens), Q9HBX9. HEK293-RXFP1, relaxin-stimulated cAMP HTRF, 30 min; hits give low values. activity change, negative = inhibition, % at 57.5 µM. 350,000 compounds, 0.59% hits. AID 1259400, 2018;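 active = activity change of -60% or lower, but not beyond a set lower limit; inconclusive = change between -60% and -40%, or beyond the set limit; inactive = change above -40%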; also: % is scaled to controls: 0 for no effect and ±100 for the full control effect
TRHR ag: qHTS for Small Molecule Agonists and Allosteric Enhancers of Human TRH Receptor: Primary Screen for Agonists. Thyrotropin-releasing hormone receptor (Homo sapiens), P34981. TRHR cells, calcium flux fluo-8, FDSS agonist mode. activation, % at 2 µM. 360,000 compounds, 0.18% hits; also: 0% is about no effect
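In this calcium-flux screen, cells bearing human TRHR are dye-loaded with fluo-8, baselined for 10 cycles, then exposed to library compounds; positive kinetic calcium responses during the agonist phase mark hits, with TRH as control.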
D1 ag: Allosteric Agonists of the Human D1 Dopamine Receptor: qHTS. HEK293 T-REx D1 cells, calcium flux, agonist mode. activation, % at 2 µM. 360,000 compounds, 1% hits. AID 504660, 2011; also: 0% is about no effect
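Inducible HEK293 T-REx D1 cells, force-coupled to calcium signalling, were plated at 4000 cells/well with tetracycline and held overnight at 30 C. After no-wash calcium dye loading, compound-evoked calcium rise over 180 s flagged agonists.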
D1 PAM: Potentiators of Human D1 Dopamine Receptor: qHTS; D(1A) dopamine receptor (Homo sapiens), P21728; HEK293 TREx D1 cells, calcium flux, dopamine EC20 potentiation; potentiation, % at 10 µM; 360,000 compounds, 0.036% hits; AID 504651, 2011; in the data active = potentiation above about 30%; also: 0% is about no effect
D2 PAM: HTS Assay for Positive Allosteric Modulators of the Human D2 Dopamine Receptor: Primary Screen for Potentiators. D(2) dopamine receptor (Homo sapiens), P14416. HEK293 T-REx D2, calcium flux, EC20 dopamine potentiation. AID 485347, 2010. potentiation, % at 10 µM. 340,000 compounds, 0.34% hits;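 active = potentiation over 3 SD above the plate norm, cut at about 30% in these data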; also: 0% is about no effect
Target sequence (P14416 whole entry, looked up): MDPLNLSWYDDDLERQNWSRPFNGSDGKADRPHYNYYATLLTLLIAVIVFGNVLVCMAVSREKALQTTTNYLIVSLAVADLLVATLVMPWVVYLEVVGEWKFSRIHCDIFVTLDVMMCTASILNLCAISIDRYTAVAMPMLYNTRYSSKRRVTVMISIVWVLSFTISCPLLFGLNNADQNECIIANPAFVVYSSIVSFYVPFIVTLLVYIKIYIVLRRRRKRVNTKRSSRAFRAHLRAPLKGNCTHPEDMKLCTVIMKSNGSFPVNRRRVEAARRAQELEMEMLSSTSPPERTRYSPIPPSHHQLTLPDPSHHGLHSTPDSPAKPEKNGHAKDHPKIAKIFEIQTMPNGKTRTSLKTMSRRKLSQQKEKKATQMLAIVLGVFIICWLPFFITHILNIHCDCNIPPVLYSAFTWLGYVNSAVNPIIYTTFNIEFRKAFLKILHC
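Cells plated with tetracycline inducer and held overnight at 30 C; calcium dye loaded 30–90 min at room temperature; baseline taken, compound added and read 180 s; EC20 dopamine then added and read 180 s.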
RXFP1 ag: qHTS Assay for Agonists of the Relaxin Receptor RXFP1; Relaxin receptor 1 (Homo sapiens), Q9HBX9; HEK293T-RXFP1 cAMP TR-FRET, 30 min; response scale: percent of porcine relaxin response, buffer zero; Potency, µM (highest dose often 57.5 µM), for inactives: at the highest dose activation, usual class: activators; 370,000 compounds, 0.3% hits; AID 2676, 2010; active = well fitted curve in the direction sought with a large enough effect; inconclusive = small, poorly fitted or top-dose-only effect, or another doubt; inactive = no such curve, though single readings can be large; an effect the other way counts as inactive or inconclusive; also: potency is read from the fitted curve at half-maximal effect; % is scaled to controls: 0 for no effect and ±100 for the full control effect; nearly all actives have a fitted effect of over 60% in size; many of its hits are not listed in these tables
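HEK293T cells stably expressing RXFP1 were pretreated with the PDE4 inhibitor Ro 20174, exposed to compounds for 30 min at 37C, lysed, and cAMP was read by TR-FRET. Data normalized to buffer (basal) and 29 nM porcine relaxin (100%).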
* hit, by the source's call; & = joins results of further samples. Rule as the data show it, unless noted: active = activation above about 30%; inactive = the rest. An excerpt. The share of hits here may be higher or lower than overall.

Start of the listing, in advance, two compounds:
How did COc1cccc(S(=O)(=O)N2CCN(S(=O)(=O)c3ccc4c(c3)OCCO4)CC2)c1 do in these assays?
TRHR PAM: -4&-3; D1 antagonist: 15&7; TRHR ag: -2.3&1.0; D1 ag: 2&7; D1 PAM: -3&-6

How did Cc1ccccc1CN1CCNC(=O)C1CC(=O)O (configuration not stated) do in these assays?
TRHR PAM: 3; D1 antagonist: -15; Anesthetic bind: -3%; TRHR ag: 0.0; D1 ag: 1; D1 PAM: -8; D2 PAM: 1; RXFP1 ag: 0.4%

The listing, from the first entry:
How did COc1cccc(S(=O)(=O)N2CCN(S(=O)(=O)c3ccc4c(c3)OCCO4)CC2)c1 do in these assays?
TRHR PAM: -4&-3; D1 antagonist: 15&7; TRHR ag: -2.3&1.0; D1 ag: 2&7; D1 PAM: -3&-6

How did Cc1ccccc1CN1CCNC(=O)C1CC(=O)O (configuration not stated) do in these assays?
TRHR PAM: 3; D1 antagonist: -15; Anesthetic bind: -3%; TRHR ag: 0.0; D1 ag: 1; D1 PAM: -8; D2 PAM: 1; RXFP1 ag: 0.4%

Results for COc1cccc(-c2onc3ccc(C4(C)OCCO4)cc23)c1 ?
TRHR PAM: 2; D1 antagonist: 9; Anesthetic bind: -19%; RXFP1 antag: -2; TRHR ag: -0.4; D1 ag: 1; D1 PAM: -2; D2 PAM: 3; RXFP1 ag: 5.7%

How did Cc1cc2oc(C(=O)N(Cc3cccs3)C3CCS(=O)(=O)C3)cc(=O)c2cc1Cl (configuration not stated) do in these assays?
TRHR PAM: -15; D1 antagonist: 11; Anesthetic bind: -3%; RXFP1 antag: 8; TRHR ag: -0.3; D1 ag: 3; D1 PAM: 7; D2 PAM: 6; RXFP1 ag: -4.5%

What do the screens show for `CC(C)CC1Nc2ncnc(N3CCOCC3)c2N(Cc2ccc(Br)cc2)C1=O` (configuration not stated)?
TRHR PAM: -1; D1 antagonist: -3; TRHR ag: -0.3; D1 ag: -2; D1 PAM: -5; D2 PAM: -8; RXFP1 ag: 0.1%

What do the screens show for `COc1cc2c(cc1O)C(SC)=NC(C)(C)C2`?
TRHR PAM: -1; D1 antagonist: 3; Anesthetic bind: -4%; RXFP1 antag: -12; TRHR ag: 0.1; D1 ag: 1; D1 PAM: -5; D2 PAM: -3; RXFP1 ag: 0.6%

Results for N#CCCN1CCN(C(=O)c2c(N)no[n+]2[O-])CC1 ?
TRHR PAM: -2; D1 antagonist: -6; Anesthetic bind: -3%; RXFP1 antag: -9; TRHR ag: 0.1; D1 ag: 2; D1 PAM: -2; D2 PAM: -5; RXFP1 ag: -0.7%

What do the screens show for `COc1ccccc1CN1CC(C(=O)NCc2cc(F)cc(C(F)(F)F)c2)CCC1=O` (configuration not stated)?
TRHR PAM: -10; D1 antagonist: 2; Anesthetic bind: -11%; RXFP1 antag: -2; TRHR ag: -0.5; D1 ag: 2; D1 PAM: -7; D2 PAM: 2; RXFP1 ag: 0.9%

What do the screens show for `COc1cc2c(C(=O)N(C)c3cc(Cl)ccc3OC)cn(C)c(=O)c2cc1OC`?
TRHR PAM: -4; D1 antagonist: -19; Anesthetic bind: -6%; RXFP1 antag: 10; TRHR ag: 0.1; D1 ag: 0; D1 PAM: -11; D2 PAM: 6; RXFP1 ag: 2.8%

What do the screens show for `Cc1ccc(Cn2cnc3c(cnn3-c3ccc(F)cc3)c2=O)cc1`?
TRHR PAM: -1; D1 antagonist: -4; Anesthetic bind: 0%; RXFP1 antag: 2; TRHR ag: 0.6; D1 ag: 4; D1 PAM: 3; D2 PAM: 9; RXFP1 ag: 7.6%

How did Cc1[nH]c(C)c2c(=O)n(Cc3ccc(Cl)cc3)ncc12 do in these assays?
TRHR PAM: -5; D1 antagonist: -17; Anesthetic bind: -14%; RXFP1 antag: 6; TRHR ag: -0.5; D1 ag: 3; D1 PAM: 1; D2 PAM: -7; RXFP1 ag: -1.3%

What do the screens show for `Cc1cccc(NC(=O)CN2C(=O)COc3ccc(Cl)cc32)c1`?
TRHR PAM: -5; D1 antagonist: -14; Anesthetic bind: -19%; RXFP1 antag: 0; TRHR ag: 2.2; D1 ag: 10; D1 PAM: 2; D2 PAM: 13; RXFP1 ag: 0.1%

How did O=C(OCc1nc2ccsc2c(=O)[nH]1)c1ccc(Cl)s1 do in these assays?
TRHR PAM: 4; D1 antagonist: -19; RXFP1 antag: -17; TRHR ag: 0.3; D1 ag: -1; D1 PAM: -7; D2 PAM: 19; RXFP1 ag: 3.3%

How did Cc1cccc(NC(=O)C2CCCN(S(=O)(=O)c3cccc4nsnc34)C2)c1 (configuration not stated) do in these assays?
TRHR PAM: 17; D1 antagonist: 4; Anesthetic bind: -8%; RXFP1 antag: 65; TRHR ag: -0.7; D1 ag: 8; D1 PAM: -1; D2 PAM: 6; RXFP1 ag: 0.7%

Results for CN1/C(=C\C(=O)COC(=O)C2COc3ccccc3O2)C(C)(C)c2ccccc21 (configuration not stated) ?
TRHR PAM: 1; D1 antagonist: -25; Anesthetic bind: -6%; RXFP1 antag: 1; TRHR ag: 0.0; D1 ag: 5; D1 PAM: -6; D2 PAM: -14; RXFP1 ag: 1.4%

What do the screens show for `COc1cccc(CN(C)C(=O)CCc2nnc(-c3ccsc3)o2)c1`?
TRHR PAM: -10; D1 antagonist: -7; Anesthetic bind: -14%; RXFP1 antag: 8; TRHR ag: -0.3; D1 ag: 0; D1 PAM: -1; D2 PAM: -14; RXFP1 ag: -4.2%

How did CC(=O)NCCC(=O)Nc1nc2c(ccc3ccccc32)s1 do in these assays?
TRHR PAM: -2; D1 antagonist: -5; Anesthetic bind: -1%; RXFP1 antag: -27; TRHR ag: 1.0; D1 ag: 3; D1 PAM: -12; D2 PAM: -7; RXFP1 ag: -3.4%

What do the screens show for `O=C(NCc1ccccc1)c1onc(CSc2ccccc2)c1C(=O)NCC1CC1`?
TRHR PAM: -8; D1 antagonist: -51*; Anesthetic bind: -24%; TRHR ag: 11; D1 ag: 46*; D1 PAM: -2; D2 PAM: -9; RXFP1 ag: -0.1%

How did COc1cccc(/C=N/NC(=O)c2nc(-c3ccccc3)cc(-c3ccccc3)n2)c1O do in these assays?
TRHR PAM: 4; D1 antagonist: 2; Anesthetic bind: 6%; RXFP1 antag: 13; TRHR ag: -1.4; D1 ag: 0; D1 PAM: -7; D2 PAM: 1; RXFP1 ag: -1.0%

Results for Cc1ccc(S(=O)(=O)ON2C(=O)c3ccccc3C2=O)c(C)c1 ?
TRHR PAM: 4; D1 antagonist: -12; Anesthetic bind: 3%; RXFP1 antag: -10; TRHR ag: 0.2; D1 ag: 2; D1 PAM: 3; D2 PAM: 2; RXFP1 ag: -1.2%

How did O=C(CSc1ncnc2sc3c(c12)CCCCC3)NCc1ccco1 do in these assays?
TRHR PAM: 0; D1 antagonist: 0; Anesthetic bind: inconclusive; RXFP1 antag: 7; TRHR ag: -0.3; D1 ag: 3; D1 PAM: -3; D2 PAM: -1; RXFP1 ag: 4.1%

How did COc1ccc(C(=O)COC(=O)CNC(=O)c2ccccc2)cc1F do in these assays?
TRHR PAM: -2; D1 antagonist: -14; RXFP1 antag: -5; TRHR ag: -0.2; D1 ag: 6; D2 PAM: 7; RXFP1 ag: 0.0%

How did Cc1nc(C(=O)N2CCCC(C(=O)c3cccc(OC(C)C)c3)C2)cs1 (configuration not stated) do in these assays?
TRHR PAM: -2; D1 antagonist: -13; Anesthetic bind: -11%; RXFP1 antag: 3; TRHR ag: -0.5; D1 ag: 6; D1 PAM: -8; D2 PAM: 4; RXFP1 ag: 1.0%

What do the screens show for `CC1=CC(=O)C(C(C)C)=CC1=NC(=O)c1ccc(C)cc1`?
TRHR PAM: 6; D1 antagonist: -3; Anesthetic bind: -9%; RXFP1 antag: 0; TRHR ag: 0.0; D1 ag: 1; D1 PAM: 0; D2 PAM: 14; RXFP1 ag: 0.7%

How did COc1ccc(C(C)(C)C)cc1NC(=O)CCc1c(C)noc1C do in these assays?
TRHR PAM: -5; D1 antagonist: -8; RXFP1 antag: -3; TRHR ag: -0.3; D1 ag: 0; D1 PAM: -11; D2 PAM: 9; RXFP1 ag: 0.8%

How did CC1CCN(CC[C@H]2CCCN2S(=O)(=O)c2cccc(O)c2)CC1 do in these assays?
TRHR PAM: -4; D1 antagonist: 35; TRHR ag: 0.2; D1 ag: -1; D1 PAM: -5; D2 PAM: -21; RXFP1 ag: 1.6%

What do the screens show for `Cc1ccc(C(C)C)c(OCCCCCN2CCOCC2)c1`?
TRHR PAM: 4; D1 antagonist: 8; Anesthetic bind: -3%; RXFP1 antag: -37; TRHR ag: -0.5; D1 ag: 1; D1 PAM: -10; D2 PAM: -17; RXFP1 ag: 0.4%

What do the screens show for `CCOc1ccccc1NC(=O)CCS(=O)(=O)c1ccc(Br)cc1`?
TRHR PAM: 1; D1 antagonist: 3; Anesthetic bind: -8%; RXFP1 antag: 12; TRHR ag: 0.0; D1 ag: 0; D1 PAM: -1; D2 PAM: 9; RXFP1 ag: 2.4%

What do the screens show for `CC(=O)Nc1ccc(NC(=O)C(C)OC(=O)C2CCC2)cc1` (configuration not stated)?
TRHR PAM: -4; D1 antagonist: -4; RXFP1 antag: -14; TRHR ag: 1.1; D1 ag: 2; D1 PAM: 1; D2 PAM: 9; RXFP1 ag: -1.6%

Results for COc1ccc(OC)c(NC(=O)C2CCCNC2=O)c1 (configuration not stated) ?
TRHR PAM: 0; D1 antagonist: -2; Anesthetic bind: -13%; RXFP1 antag: -4; TRHR ag: -0.9; D1 ag: 1; D1 PAM: -7; D2 PAM: 2; RXFP1 ag: -0.1%

Results for N#Cc1cc(Oc2cccc3cccnc23)c(-n2nnc3ccccc32)cc1C#N ?
TRHR PAM: 1; D1 antagonist: -20; Anesthetic bind: -15%; RXFP1 antag: inconclusive; TRHR ag: -0.3; D1 ag: 12; D1 PAM: -2; D2 PAM: -6; RXFP1 ag: 2.8%
